Bioassay records: PubChem, several laboratories
S1P4 ag: human S1P4 receptor agonism; activation, % at 4.98 µM; S1P4-expressing cell line, agonist reporter assay; 220,000 compounds, 0.35% hits; AID 1509; O95977; in the data active = activation above about 11%;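 note: 0% = DMSO vehicle and 100% = reference agonist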
Target sequence (O95977 whole entry, looked up): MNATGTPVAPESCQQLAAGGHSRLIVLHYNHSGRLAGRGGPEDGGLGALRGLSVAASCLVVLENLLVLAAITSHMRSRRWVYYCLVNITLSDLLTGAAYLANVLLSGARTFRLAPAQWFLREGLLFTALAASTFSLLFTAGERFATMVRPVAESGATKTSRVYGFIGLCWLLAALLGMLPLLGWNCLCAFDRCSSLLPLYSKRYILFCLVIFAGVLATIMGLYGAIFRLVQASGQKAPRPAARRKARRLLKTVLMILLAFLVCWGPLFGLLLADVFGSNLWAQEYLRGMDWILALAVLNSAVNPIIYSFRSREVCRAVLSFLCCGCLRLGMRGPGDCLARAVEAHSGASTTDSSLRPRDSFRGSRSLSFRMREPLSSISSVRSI
BaF3 tox: parental Ba/F3 viability inhibition as JAK2V617F counter-screen. CellTiter-Glo ATP luminescence. inhibition, % at 5.6 µM. 220,000 compounds, 1.1% hits;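 active = inhibition above a per-campaign cutoff, the mean inhibition of all tested compounds plus 3 SD, cut at about 27% in these data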;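 note: 0% = DMSO wells and 100% = JAK Inhibitor I control wells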
NPY-Y1 PAM-ag: potentiates or activates human NPY-Y1 receptor. 220,000 compounds, 0.37% hits. AID 1304. activation, % at 3.6 µM. NPY-Y1 expressing cells, potentiator/agonist activation. P25929; in the data active = activation above about 33%, passing the limit was not always enough;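 note: cells stimulated with NPY at EC10 then isoproterenol at EC100; 0% = low agonist plus stimulus and 100% = saturating agonist plus stimulus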
S1P4 antagonist: human S1P4 receptor antagonism; 220,000 compounds, 0.26% hits; AID 1510; S1P4-expressing cells, antagonist mode, reporter read-out; inhibition, % at 4.98 µM; in the data active = inhibition above about 29%;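 note: 0% = wells stimulated with agonist and 100% = vehicle wells without agonist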
CHOP inh: CHOP inhibition in unfolded protein response; CHO-K1 CHOP-promoter luciferase, tunicamycin-induced, 15-18 h; 220,000 compounds, 3.8% hits; inhibition, % at 10 µM;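 active = compounds that reduced the stress-induced luciferase reporter signal by more than about 70% of percent inhibition, limit read from the data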;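 note: 0% = tunicamycin plus vehicle and 100% = wells without tunicamycin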
Ba/F3 V617F tox: reduce viability of Ba/F3 cells dependent on JAK2V617F; Ba/F3 EpoR-JAK2V617F viability, ATP luminescence; inhibition, % at 5.6 µM; 220,000 compounds, 1.1% hits; AID 1446;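 active = inhibition above the campaign mean plus 3 SD over all tested compounds, cut at about 24% in these data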;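 note: cytokine-independent growth of Ba/F3 cells driven by EpoR plus mutant JAK2; 0% = DMSO-treated cells and 100% = JAK inhibitor I control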
NPY-Y1 antag: NPY-Y1 (human) receptor antagonism; P25929; 200,000 compounds, 1% hits; HEK293-CNG Y1 cells, membrane potential fluorescence; NPY at EC95, then isoproterenol; inhibition, % at 3.6 µM;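 active = inhibition above the campaign mean inhibition of all tested compounds plus 3 SD, cut at about 20% in these data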;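 note: 0% = DMSO wells given NPY plus isoproterenol and 100% = isoproterenol alone without NPY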
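Benchmarks – high control isoproterenol alone, low control NPY with isoproterenol · Material – HEK293 Y1/CNG channel cell line · Times – dye 3 h, compound 60 min room temperature, stimulation 45 min · Probe or stimulus – NPY (25 nM), isoproterenol (1 µM), Ro 20-1724 (25 µM) · Evaluation – % inhibition of NPY effect · Signal – fluorescence, membrane potential probe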
p47phox inh: inhibitors of human p47phox binding | P14598 | p47phox/p22phox peptide binding, fluorescence polarization, 2 h | inhibition, % at 24.7 µM | 220,000 compounds, 0.53% hits | AID 1274;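 active = inhibition above about 30%, limit read from the data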;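 note: 0% = p47phox with labelled peptide and 100% = labelled peptide alone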
NPY-Y2 PAM-ag: human NPY-Y2 potentiation or agonism, primary screen; 220,000 compounds, 0.45% hits; activation, % at 3.6 µM; P49146; AID 1359; cells expressing NPY-Y2, potentiator/agonist read-out; in the data active = activation above about 27%;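 note: cells stimulated with NPY near EC25 plus isoproterenol at EC100; 0% = vehicle plus submaximal agonist and 100% = vehicle plus saturating agonist; some results beyond the cut were filed as inactive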
Target sequence (P49146 whole entry, looked up): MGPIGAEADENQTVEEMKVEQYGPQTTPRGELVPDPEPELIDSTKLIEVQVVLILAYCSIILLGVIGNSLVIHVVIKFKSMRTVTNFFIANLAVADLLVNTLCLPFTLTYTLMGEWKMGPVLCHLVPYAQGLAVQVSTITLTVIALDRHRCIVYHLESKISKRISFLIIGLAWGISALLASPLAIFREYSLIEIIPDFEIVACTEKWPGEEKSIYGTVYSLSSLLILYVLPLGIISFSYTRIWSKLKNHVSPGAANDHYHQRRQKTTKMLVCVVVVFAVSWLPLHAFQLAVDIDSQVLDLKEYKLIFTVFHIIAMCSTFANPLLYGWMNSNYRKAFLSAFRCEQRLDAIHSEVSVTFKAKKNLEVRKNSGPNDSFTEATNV
Active calls of the source: *.

CSc1cccc(NC(=S)N(Cc2ccccc2)Cc2ccccn2)c1 was read as S1P4 ag -0.1, BaF3 tox 4.2, NPY-Y1 PAM-ag -17.6, S1P4 antagonist -29.2, CHOP inh 16.6, Ba/F3 V617F tox 2.5, NPY-Y1 antag 5.5, p47phox inh -9.6 and NPY-Y2 PAM-ag -13.0.
Screening COCCN1CCCC(CNCc2cn(C)nc2-c2ccc(Oc3ccccc3)cc2)C1 (stereo not given) returned S1P4 ag 1.4, BaF3 tox 11.1, NPY-Y1 PAM-ag -21.3, S1P4 antagonist 3.4, CHOP inh -31.9, Ba/F3 V617F tox 6.2, NPY-Y1 antag 2.3, p47phox inh -8.7 and NPY-Y2 PAM-ag -17.0.
Screening Cc1cc2nc(CCN(C(=S)NCC(C)C)C3CCCC3)[nH]c2cc1C returned S1P4 ag -0.3, BaF3 tox 4.1, NPY-Y1 PAM-ag 2.5, S1P4 antagonist -3.5, CHOP inh 43.3, Ba/F3 V617F tox 1.4, NPY-Y1 antag 1.1, p47phox inh -8.4 and NPY-Y2 PAM-ag -22.4.
Cc1[nH]c2ccccc2c1C(c1ccccn1)N1CCC(C)CC1 (stereo not given) was read as S1P4 ag 0.0, BaF3 tox 3.1, NPY-Y1 PAM-ag 26.7, S1P4 antagonist 5.6, CHOP inh -10.5, Ba/F3 V617F tox -5.4, NPY-Y1 antag 2.0, p47phox inh 5.6 and NPY-Y2 PAM-ag 6.5.
`Cc1cc(C)n(CC(O)Cn2ccc3ccccc32)n1` (stereo not given) gave S1P4 ag 2.4, BaF3 tox 1.9, NPY-Y1 PAM-ag 12.6, S1P4 antagonist -2.0, CHOP inh 60.3, Ba/F3 V617F tox -0.7, NPY-Y1 antag 3.6, p47phox inh -18.5 and NPY-Y2 PAM-ag 6.4.
Screening O=S(=O)(NCc1ccccc1)c1cccc2nsnc12 returned S1P4 ag -0.8, BaF3 tox 0.0, NPY-Y1 PAM-ag 4.1, S1P4 antagonist 5.5, CHOP inh -4.9, Ba/F3 V617F tox 5.0, p47phox inh 9.9 and NPY-Y2 PAM-ag -15.1.
`CCc1ccc2ncc(S(=O)(=O)c3ccc(C)c(C)c3)c(N3CCCC3)c2c1` gave S1P4 ag 2.4, BaF3 tox 2.5, NPY-Y1 PAM-ag -30.1, S1P4 antagonist -6.3, CHOP inh 17.6, Ba/F3 V617F tox 1.0, NPY-Y1 antag 12.4, p47phox inh -31.8 and NPY-Y2 PAM-ag -0.4.
Screening Cc1cccc(C)c1NC(=O)CCCSc1nc2ccccc2s1 returned S1P4 ag 0.8, BaF3 tox 10.0, NPY-Y1 PAM-ag -29.6, S1P4 antagonist -13.9, CHOP inh 31.8, Ba/F3 V617F tox 3.6, NPY-Y1 antag 8.5, p47phox inh -8.3 and NPY-Y2 PAM-ag -13.1.
For Cc1ccccc1NC1C=CS(=O)(=O)C1 (stereo not given) the results were S1P4 ag -0.3, BaF3 tox 1.1, NPY-Y1 PAM-ag 21.5, S1P4 antagonist 0.0, CHOP inh 0.2, Ba/F3 V617F tox 0.1, NPY-Y1 antag 1.4, p47phox inh 3.2 and NPY-Y2 PAM-ag 106.9*.
N#C/C(=C\c1cn(-c2ccccc2)nc1-c1cccnc1)c1nnc2n1CCCCC2 was read as S1P4 ag -3.4, BaF3 tox 8.2, NPY-Y1 PAM-ag -5.0, S1P4 antagonist -9.4, CHOP inh 20.5, Ba/F3 V617F tox 1.9, NPY-Y1 antag -0.6, p47phox inh -8.9 and NPY-Y2 PAM-ag 1.8.
O=C(NCCN1CCc2ccccc2C1)C1CCN(S(=O)(=O)N2CCC3(CC2)OCCO3)CC1 was read as S1P4 ag 0.6, BaF3 tox 5.8, NPY-Y1 PAM-ag 4.2, S1P4 antagonist -12.2, CHOP inh 0.8, Ba/F3 V617F tox -0.6, NPY-Y1 antag 3.6, p47phox inh -8.3 and NPY-Y2 PAM-ag -9.2.
Screening COc1ccccc1N1CCN(c2nc(C)nc3c2oc2ccccc23)CC1 returned S1P4 ag 3.5, BaF3 tox 71.2*, NPY-Y1 PAM-ag -30.8, S1P4 antagonist 3.6, Ba/F3 V617F tox 64.8*, NPY-Y1 antag 31.9*, p47phox inh -1.0 and NPY-Y2 PAM-ag -20.5.
O=C(NCc1ccco1)/C(=C\c1cccs1)NC(=O)c1ccccc1 was read as S1P4 ag 1.5, BaF3 tox 7.5, NPY-Y1 PAM-ag -8.7, S1P4 antagonist -7.1, CHOP inh -0.2, Ba/F3 V617F tox -1.7, NPY-Y1 antag 3.5, p47phox inh -0.1 and NPY-Y2 PAM-ag 3.2.
`C=CCN1C(=O)CSc2ccc(C(=O)OCC)cc21` gave S1P4 ag -0.8, BaF3 tox 1.5, NPY-Y1 PAM-ag 0.3, S1P4 antagonist -18.0, CHOP inh 38.3, Ba/F3 V617F tox -4.1, NPY-Y1 antag -0.3, p47phox inh -1.3 and NPY-Y2 PAM-ag 6.1.
`Cc1cc(C)cc(C(=O)NCC(=O)OCC(=O)Nc2ccc(C)cc2Br)c1` gave S1P4 ag 1.3, BaF3 tox 6.6, NPY-Y1 PAM-ag -4.6, S1P4 antagonist -1.0, CHOP inh 6.3, Ba/F3 V617F tox -2.8, NPY-Y1 antag -1.1, p47phox inh 0.0 and NPY-Y2 PAM-ag -8.4.
For COc1cccc(NC(=O)Cn2c(=O)oc3ccccc32)c1 the results were S1P4 ag -2.0, BaF3 tox 6.2, NPY-Y1 PAM-ag -12.2, S1P4 antagonist -6.2, CHOP inh 6.4, Ba/F3 V617F tox -1.5, NPY-Y1 antag -3.9, p47phox inh -1.7 and NPY-Y2 PAM-ag 3.9.
`CC(C)(C)c1ccc(S(=O)(=O)N2CC(=O)Nc3ccccc32)cc1` gave S1P4 ag 1.8, BaF3 tox 4.3, NPY-Y1 PAM-ag -0.2, S1P4 antagonist 3.0, CHOP inh 20.4, Ba/F3 V617F tox -4.1, NPY-Y1 antag 1.6, p47phox inh -20.4 and NPY-Y2 PAM-ag -16.0.
Cc1cc(C(=O)OCC(=O)Nc2cc(S(=O)(=O)N3CCOCC3)ccc2Cl)c(C)o1 was read as S1P4 ag 0.2, BaF3 tox 3.0, NPY-Y1 PAM-ag -7.3, S1P4 antagonist -4.4, CHOP inh 7.9, Ba/F3 V617F tox 1.3, NPY-Y1 antag -1.5, p47phox inh -58.6 and NPY-Y2 PAM-ag -2.3.
Screening CCc1nnc(NC(=O)[C@@H](NC(=O)c2ccc(C(C)(C)C)cc2)C(C)C)s1 returned S1P4 ag 0.5, BaF3 tox 1.6, NPY-Y1 PAM-ag -13.2, S1P4 antagonist -8.6, CHOP inh 17.2, Ba/F3 V617F tox -2.9, NPY-Y1 antag 2.2, p47phox inh -6.7 and NPY-Y2 PAM-ag 10.9.
For CCn1c(C)c(C(C)=O)c(N2CCN(C(=O)c3ccco3)CC2)nc1=S the results were S1P4 ag -0.5, BaF3 tox 3.6, NPY-Y1 PAM-ag 3.7, S1P4 antagonist -4.3, CHOP inh -19.6, Ba/F3 V617F tox -2.5, NPY-Y1 antag 2.6, p47phox inh 1.1 and NPY-Y2 PAM-ag 7.6.
O=c1ccnc2n1COCS2 was read as S1P4 ag 2.1, BaF3 tox -3.1, NPY-Y1 PAM-ag -3.9, S1P4 antagonist -3.0, CHOP inh 4.8, Ba/F3 V617F tox 5.2, p47phox inh -1.8 and NPY-Y2 PAM-ag -17.9.
C=CCNC(=O)CSc1nnc(-c2ccncc2)n1CCc1ccccc1 was read as S1P4 ag 0.8, BaF3 tox 1.5, NPY-Y1 PAM-ag -9.4, S1P4 antagonist -6.3, CHOP inh -10.0, Ba/F3 V617F tox -0.7, NPY-Y1 antag 2.6, p47phox inh 2.2 and NPY-Y2 PAM-ag -23.1.
`Fc1ccccc1COc1ccc2ccccc2c1CNc1nn[nH]n1` gave S1P4 ag -0.5, BaF3 tox 3.6, NPY-Y1 PAM-ag 2.9, S1P4 antagonist -8.1, CHOP inh 30.5, Ba/F3 V617F tox -2.4, NPY-Y1 antag 7.9, p47phox inh 0.3 and NPY-Y2 PAM-ag -7.3.
`Cc1ccc(S(=O)(=O)N/N=C\c2ccc3c(c2)OCO3)cc1` gave S1P4 ag -0.5, BaF3 tox 2.0, NPY-Y1 PAM-ag -16.7, S1P4 antagonist -9.7, CHOP inh -14.0, Ba/F3 V617F tox 2.1, NPY-Y1 antag 9.4, p47phox inh -44.8 and NPY-Y2 PAM-ag -14.7.
CCCCOC(=O)Nc1ccc(N2CCCCC2)cc1 was read as S1P4 ag 0.0, BaF3 tox 3.9, NPY-Y1 PAM-ag 0.3, S1P4 antagonist -6.4, CHOP inh 39.2, Ba/F3 V617F tox -3.2, NPY-Y1 antag 1.2, p47phox inh -12.1 and NPY-Y2 PAM-ag -7.7.
For O=C(N/N=C/c1cc(O)ccc1[N+](=O)[O-])c1ccc2c(c1)OCCO2 the results were S1P4 ag -0.9, BaF3 tox 2.4, NPY-Y1 PAM-ag 8.6, S1P4 antagonist -15.3, CHOP inh -3.0, Ba/F3 V617F tox -0.3, p47phox inh -19.2 and NPY-Y2 PAM-ag 1.4.
CC(C)c1ccc(NC(=S)NC2CC3C=CC2C3)cc1 (stereo not given) was read as S1P4 ag -1.2, BaF3 tox 2.7, NPY-Y1 PAM-ag 15.9, S1P4 antagonist -20.1, CHOP inh 51.2, Ba/F3 V617F tox -4.7, p47phox inh -4.0 and NPY-Y2 PAM-ag 10.7.
For COc1ccc(NC(=S)NC2CCS(=O)(=O)C2)cc1 (stereo not given) the results were S1P4 ag 0.1, BaF3 tox 5.9, NPY-Y1 PAM-ag 3.0, S1P4 antagonist -6.2, CHOP inh -0.2, Ba/F3 V617F tox 2.6, NPY-Y1 antag -0.7, p47phox inh -4.5 and NPY-Y2 PAM-ag 18.8.
`CCN(CC)CCCNc1cc(C)nc2cc(-c3cccs3)nn12` gave S1P4 ag 1.7, BaF3 tox 7.7, NPY-Y1 PAM-ag -8.2, S1P4 antagonist -5.3, CHOP inh -16.0, Ba/F3 V617F tox 2.2, NPY-Y1 antag 2.9, p47phox inh -13.4 and NPY-Y2 PAM-ag -7.2.
CN(c1ccccc1)S(=O)(=O)c1cccc(NC(=O)c2ccncc2)c1 was read as S1P4 ag 1.3, BaF3 tox -1.4, NPY-Y1 PAM-ag 15.8, S1P4 antagonist 0.7, CHOP inh 27.0, Ba/F3 V617F tox 0.6, p47phox inh -16.3 and NPY-Y2 PAM-ag -18.2.
O=C(CN(Cc1ccco1)C(=O)CNS(=O)(=O)c1ccc(F)cc1)NCCc1ccccc1 was read as S1P4 ag 0.0, BaF3 tox 1.6, NPY-Y1 PAM-ag 4.5, S1P4 antagonist -12.3, CHOP inh -20.4, Ba/F3 V617F tox -0.8, NPY-Y1 antag -6.0, p47phox inh -11.1 and NPY-Y2 PAM-ag -1.6.
CCOc1cc(/C=C2\C(=O)N(Cc3ccco3)C(C)=C2C(=O)OC)ccc1O was read as S1P4 ag -0.2, BaF3 tox 8.2, NPY-Y1 PAM-ag 2.7, S1P4 antagonist -13.2, CHOP inh -8.3, Ba/F3 V617F tox 0.5, NPY-Y1 antag -0.2, p47phox inh -14.9 and NPY-Y2 PAM-ag 2.7.
